DNA FID counter: counter-screen for HCV NS3 helicase inhibitors: DNA intercalator displacement; DNA fluorescent intercalator displacement, fluorescence; inhibition, % at 7.9 µM; 0.17% of 290,000 active; in the data active means inhibition above about 37%;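 further: 0% = vehicle and 100% = reference compound; higher means more ethidium bromide displaced from hairpin DNA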
GalR3 antag: blocks the human galanin receptor 3. O60755. HEK293 GalR3-CNG cAMP membrane potential fluorescence; galR3 body fused to GalR1 C-terminus. inhibition, % at 3 µM. 0.44% of 360,000 active;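 active means inhibition above the screen-wide average plus 3 SD, cut at about 13% in these data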;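 further: forskolin and galanin both at EC90 stimulate the cells; cAMP rise reported by CNG channel membrane potential dye signal; 0% = forskolin plus galanin with DMSO and 100% = forskolin alone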
Target sequence (O60755 1-299 limits assumed): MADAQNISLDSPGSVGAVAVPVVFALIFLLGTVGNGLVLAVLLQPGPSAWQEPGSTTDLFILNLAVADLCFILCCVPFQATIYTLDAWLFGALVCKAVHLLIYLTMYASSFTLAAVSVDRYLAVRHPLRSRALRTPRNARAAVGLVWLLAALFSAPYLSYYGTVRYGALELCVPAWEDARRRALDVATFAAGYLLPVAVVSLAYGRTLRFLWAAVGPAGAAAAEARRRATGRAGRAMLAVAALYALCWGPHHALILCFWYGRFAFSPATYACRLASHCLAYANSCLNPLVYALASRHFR
MEKK2 WT-MEK5: raises or lowers MEK5 binding to wildtype human MEKK2 PB1 domain | bead flow cytometry, Alexa488-MEK5 binding to MEKK2 WT; actives lie on both sides | binding response (% of control), % at 10 µM | Q9Y2U5 | 1.1% of 290,000 active; in the data active means binding response below about 67% or above about 130%
CRFBP-R2 agonist: CRF-BP/CRF-R2 complex agonism | HEK293 CRF-R2/CRF-BP, calcium dye fluorescence (FLIPR); percent of saturating CRF peptide response | activation, % at 13.2 µM | 0.46% of 350,000 active | AID 588473;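 active means activation of at least 50%, plus an integration ratio under a set limit after plate pattern correction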;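 further: plate controls were neutral control wells without compound for no effect and CRF at EC100 for full effect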
CRFR2-BP antag: CRF-BP/CRF-R2 complex antagonism. HEK293 CRF-R2/CRF-BP, CRF-induced calcium fluorescence. inhibition, % at 11.8 µM. 0.59% of 350,000 active. AID 588475;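 active means inhibition of the ligand-induced calcium signal above about 50% at the single tested concentration, limit read from the data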
UBC9 SUMO inh: blocks human SUMOylation mediated by UBC9; HTRF SUMOylation assay, SAE1/SAE2 + UBC9, in vitro; inhibition, % at 35 µM; 0.36% of 290,000 active; AID 2006; in the data active means inhibition above about 50%, passing the limit was not always enough; further: strong numbers were not always called active
Target sequence (P63279 whole entry, looked up): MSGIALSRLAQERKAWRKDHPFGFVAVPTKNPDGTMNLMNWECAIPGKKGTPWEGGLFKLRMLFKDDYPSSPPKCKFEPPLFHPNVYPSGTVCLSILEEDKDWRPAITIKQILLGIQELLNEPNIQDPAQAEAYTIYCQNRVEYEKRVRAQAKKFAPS
NS3 helicase inh: inhibitors of Hepatitis C virus NS3 helicase | AID 1800 | NS3 helicase DNA unwinding, Cy5 molecular beacon fluorescence | 0.56% of 290,000 active | inhibition, % at 10.9 µM;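 active means inhibition above the mean of all tested compounds plus 3 SD, set per campaign, cut at about 35% in these data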;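 further: 0% = DMSO wells and 100% = thioflavine S control wells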
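System: Hepatitis C virus NS3 helicase domain fragment enzyme | Reagent: Annealed dual-labelled DNA beacon duplex, ATP-started | Compound dosing: 10.9 µM single point, 0.8% DMSO | Incubation: 1 h reaction at 25 °C, ATP-initiated | Technique: Cy5 fluorescence | Evaluation: Percent inhibition from t60/t0 fluorescence ratio | Benchmarks: Low DMSO, high thioflavine S at 110 µM | Replication: Singlicate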
MEKK3 PB1 HTS: modulators (inhibitors or enhancers) of MEK5 binding to human MEKK3 PB1 domain; Q99759; bead-based flow cytometry, Alexa488-MEK5 binding to MEKK3; actives lie on both sides; 0 = blocked by unlabeled MEK5, 100 = vehicle; binding response (% of control), % at 10 µM; 1.4% of 290,000 active; AID 1529;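 active means binding response more than 3 SD above or below the average of its plate-row segment, actives on both sides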;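 further: Alexa488 bead fluorescence after subtracting the streptavidin-only scavenger bead signal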
Target sequence (Q99759 whole entry, looked up, the tested form may be a part): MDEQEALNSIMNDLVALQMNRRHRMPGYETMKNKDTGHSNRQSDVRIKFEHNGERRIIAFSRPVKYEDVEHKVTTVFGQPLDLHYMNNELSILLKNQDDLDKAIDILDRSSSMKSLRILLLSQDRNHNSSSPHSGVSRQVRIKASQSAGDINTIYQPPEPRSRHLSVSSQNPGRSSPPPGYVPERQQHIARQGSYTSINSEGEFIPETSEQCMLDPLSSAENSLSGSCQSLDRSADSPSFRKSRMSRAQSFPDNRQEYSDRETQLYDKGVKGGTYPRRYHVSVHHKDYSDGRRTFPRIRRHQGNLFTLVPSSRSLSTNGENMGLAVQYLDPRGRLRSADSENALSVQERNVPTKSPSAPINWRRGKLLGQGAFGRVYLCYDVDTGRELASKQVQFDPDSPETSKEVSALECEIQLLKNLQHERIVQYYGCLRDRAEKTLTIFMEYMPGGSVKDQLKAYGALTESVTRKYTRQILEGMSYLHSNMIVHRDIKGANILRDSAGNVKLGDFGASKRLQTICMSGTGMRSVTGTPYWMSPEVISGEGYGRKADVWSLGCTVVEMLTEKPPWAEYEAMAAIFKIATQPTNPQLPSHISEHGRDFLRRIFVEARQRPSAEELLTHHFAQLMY
MEKK2 mut-MEK5: signal of MEK5 binding to mutant human MEKK2 PB1 domain; bead flow cytometry, Alexa488-MEK5 binding to MEKK2 mutant; 0.35% of 290,000 active; AID 1530; percent response, % at 10 µM; in the data active means percent response above about 24%, passing the limit was not always enough; further: inactives centre near 1; some results filed as inactive read as strong as hits
Numbers without * were called inactive; . = no result given.

SMILES	DNA FID counter	GalR3 antag	MEKK2 WT-MEK5	CRFBP-R2 agonist	CRFR2-BP antag	UBC9 SUMO inh	NS3 helicase inh	MEKK3 PB1 HTS	MEKK2 mut-MEK5
CCc1nnc(NC(=O)C2CCCN2C(=O)NC2CCCCC2)s1 (centres undefined)	-1	0	100	-0.1	3	-5	2	95	-1
CC(C)CNC(=S)N1CCN(Cc2ccc3c(c2)OCO3)CC1	1	-7	105	-2.5	27	20	7	105	3
Cc1csc(NC(=O)CSc2nnc(CCNC(=O)c3cccs3)n2C)n1	-9	-6	101	1.2	-34	9	2	103	1
Cn1c(NC(=O)c2ccc(Cl)cc2)cc(=O)n(C)c1=O	-2	1	107	-0.6	2	-11	7	136*	0
COCCN1CN(S(=O)(=O)c2cccc(Cl)c2)c2nc3ccccc3nc21	-20	2	108	-1.5	21	9	-18	106	8
CCc1ccc(/C(C)=N\Nc2ccc([N+](=O)[O-])cc2)cc1	9	-4	96	-0.2	-24	-2	-1	99	-3
CC1CCCC(C)N1C(=O)COC(=O)c1ccc(F)c(S(=O)(=O)N2CCOCC2)c1 (centres undefined)	-17	-3	103	1.0	-1	7	2	97	2
CCOC(=O)Cc1csc(NS(=O)(=O)c2ccc(NC(C)=O)cc2)n1	-7	-3	108	-0.4	10	6	-1	107	5
Cc1ccc(C(C)NC(=O)C2CCCO2)cc1C (centres undefined)	-4	-2	97	-2.3	0	-2	5	100	1
CN(Cc1ccccc1)C(=C(Cl)Cl)C(=C1NCCN1)[N+](=O)[O-]	6	.	99	0.8	6	7	6	100	-1
CCn1c(SCC(=O)c2cc(OC)ccc2OC)nnc1C(C)C	-13	0	108	-0.1	-8	0	-1	105	2
COc1cccc(CN(C)C(=O)CCNC(=O)c2ccc(Br)cc2)c1	-28	6	109	-14	-8	2	-10	101	5
CCCCNC(=O)c1onc(CSc2cccc(OCC)c2)c1C(=O)O	-34	7	110	-1.4	2	36	20	108	6
CCOc1ccc(/C=C2/SC(=O)NC2=S)cc1	-11	-11	102	1.7	15	14	28	104	4
COc1ccc2c(CC(=O)Nc3nc(C)cs3)coc2c1	-9	-5	105	-0.1	-9	-14	3	116	-2
C=C1CCC[C@]2(C)C[C@H]3OC(=O)C(CN[C@@H](C)c4ccccc4)[C@H]3CC12 (some centres undefined)	16	-11	106	1.9	-33	4	-57	96	3
CC1(c2ccc(OC(F)F)cc2)NC(=O)N(/N=C/c2c(O)ccc3ccccc23)C1=O (centres undefined)	-2	-1	110	87*	-122	1	6	107	3
Cn1c(=O)c([N+](=O)[O-])c(NCC2CCCO2)c2ccccc21 (centres undefined)	-4	0	103	-3.9	-14	8	-6	102	-3
O=[N+]([O-])c1ccc(Cc2nnc(-c3ccccc3Cl)o2)cc1	0	-1	62	0.6	0	-2	3	59	-27
Cc1cccc(NC(=O)COC(=O)c2cc(C)oc2C)c1	-13	4	114	1.3	-2	1	-16	129*	4
CN(Cc1ccccc1)C(=O)c1nc2ccccn2c1CNCCOc1cccnc1	-4	2	88	-0.8	7	11	-11	95	-8
COc1ccccc1N1CCN(C(=O)c2ccc3c(Cl)c4c(nc3c2)CCCC4)CC1	-38	.	97	-1.6	1	3	-21	111	10
OCCN(Cc1ccccc1)Cc1ccc(Cl)cc1	2	-8	78	-1.3	-5	4	3	69	-15
Cc1ccc(NC(=O)CSCC(=O)O)cc1	6	-6	100	-0.9	-5	-4	-4	106	-5
COc1ccccc1C1CC(=O)Nc2c1c(=O)n(C)c(=O)n2C (centres undefined)	-12	-1	118	0.2	20	0	4	109	14

Overlap with the part before: 2 entries; new compounds follow.
SMILES	DNA FID counter	GalR3 antag	MEKK2 WT-MEK5	CRFBP-R2 agonist	CRFR2-BP antag	UBC9 SUMO inh	NS3 helicase inh	MEKK3 PB1 HTS	MEKK2 mut-MEK5
Cc1ccc(NC(=O)CSCC(=O)O)cc1	6	-6	100	-0.9	-5	-4	-4	106	-5
COc1ccccc1C1CC(=O)Nc2c1c(=O)n(C)c(=O)n2C (centres undefined)	-12	-1	118	0.2	20	0	4	109	14
CCCCCCC(O)(c1ccc(OC)cc1)C(CN1CCOCC1)c1ccccc1 (centres undefined)	-9	-13	109	1.4	-19	-23	-57	102	3
O=C(COC(=O)C1CC2C=CC1C2)Nc1cccc(S(=O)(=O)N2CCOCC2)c1 (centres undefined)	-17	-7	97	3.1	-5	5	15	94	-3
COC(=O)COc1ccc(C(C2C(=O)CC(C)(C)CC2=O)C2C(=O)CC(C)(C)CC2=O)cc1	-10	-9	94	-4.5	6	-7	16	95	-1
O=C(NCc1nnc(SCC(=O)N2CCN(c3ccccc3)CC2)o1)c1ccc(F)cc1	-16	0	103	0.9	13	17	16	99	5
C=CC[C@H]1Cc2c(cccc2[N+](=O)[O-])[C@H](CC=C)N1	1	-5	105	1.1	22	-8	-7	104	0
C=CCn1nnnc1SCC(=O)Nc1cccc(C(F)(F)F)c1	-3	-4	111	0.3	-9	8	-2	104	7
Cc1ccc(-n2ncc(C(=O)NCC3CCN(C4CCCC4)C3)c2C2CCN(C(=O)OC(C)(C)C)CC2)cc1C (centres undefined)	10	-3	124	1.6	-17	-1	-30	106	13
O=C(CN1CCC(O)(c2ccc3c(c2)OCO3)CC1)OC1CCCCC1	6	-9	95	-0.7	1	-6	2	98	1
Cc1ccc(Cn2c(O)c(N=NC(=S)Nc3ccccc3F)c3ccccc32)cc1	-4	-1	102	-0.9	5	-10	-7	101	2
COc1ccc(S(=O)(=O)Nc2cc(C)nn2-c2ccccc2)cc1	-4	3	99	-0.7	2	14	-2	99	4
Cc1cccc(C(=O)NN2C(=O)C3C(c4ccccc4)C=CC(c4ccccc4)C3C2=O)c1 (centres undefined)	-12	-4	99	1.4	5	-26	-12	103	4
CC(=O)NC(CC(=O)N(C)Cc1c(F)cccc1Cl)c1ccccc1 (centres undefined)	-9	-4	87	-0.8	-10	0	0	91	-11
CCOc1ccccc1CN1CCN(C2CCSCC2)CC1CCO (centres undefined)	1	-5	96	-0.7	-3	8	6	95	-3
Cc1ccc(OCC(=O)Nc2ccc3oc(=O)ccc3c2)cc1C	-26	-9	100	-0.4	5	14	-6	102	0
Cc1ccc(NC(=S)N2CCC(c3nc4ccccc4s3)CC2)cc1	-2	-9	95	-1.7	20	-17	-13	97	-3
C=CCn1c(SCC(=O)O)nnc1-c1ccc(C(C)(C)C)cc1	-49	-3	103	-2.1	21	-32	11	107	13
Cc1ccc(NC(=O)C2(C)Cc3ccccc3C(=O)O2)cc1 (centres undefined)	-5	-5	101	1.7	-19	-8	5	100	1
O=C(N/N=C/c1c(-c2ccccc2)[nH]c2ccccc12)c1cccnc1	-15	3	99	-1.9	-9	2	-13	101	-5
CC(C)Cc1cc(C(=O)NCCCN2CCOCC2)no1	1	2	104	1.1	-1	-9	-2	103	0
COc1ccc(O)c(CN2CCCC(N3CCN(c4ccc(F)cc4)CC3)C2)c1 (centres undefined)	9	-2	111	0.2	-6	-7	-18	107	8
COCc1cc(CN2CCN(CCCc3ccccc3)C(CCO)C2)ccc1OC (centres undefined)	-3	-11	108	3.4	-16	-3	-1	97	5
C[C@]12CCC(=O)C=C1CC[C@@H]1[C@@H]2CC[C@@]2(C)[C@H]1CC[C@@]21CCC(=O)O1	-37	-13	106	-1.4	0	6	3	103	4
O=C(NCCCN1CCCC1=O)c1cc2nc(-c3ccco3)cc(C(F)(F)F)n2n1	-33	-6	105	-0.7	10	31	4	108	3
CN(C)c1ccc(/C=N/Nc2nc3ccccc3o2)cc1	-12	-11	99	0.4	9	-3	-2	100	9
Cc1cccc(NC(=O)CNC(=O)COc2ccc(C(=O)c3ccc(F)cc3)cc2)c1C	-2	1	101	0.2	12	8	-5	102	3
SMILES	DNA FID counter	GalR3 antag	MEKK2 WT-MEK5	CRFBP-R2 agonist	CRFR2-BP antag	UBC9 SUMO inh	NS3 helicase inh	MEKK3 PB1 HTS	MEKK2 mut-MEK5
S=C(NCc1ccco1)Nc1ccc(Br)cn1	-12	-5	101	0.7	-2	23	-3	102	-1
CCN(CC)S(=O)(=O)c1ccc(C(=O)N(c2ccc(C)cc2)C2C=CS(=O)(=O)C2)cc1 (centres undefined)	-22	-8	106	1.2	-7	-5	6	100	-1
O=C(OC1CCc2ccccc2C1=O)c1ccccc1O (centres undefined)	-5	-2	109	-1.8	12	5	-6	106	-1
CC(=O)Nc1nc2ccc(C(=O)NCCOC(=O)C3CCCCC3)cc2s1	-17	1	96	-0.8	-2	-2	7	105	-8
CC(C)CC(NC(=O)C(NC(=O)C(Cc1ccc(OCc2ccccc2)cc1)NC(=O)OC(C)(C)C)C(C)C)C(N)=O (centres undefined)	-8	3	103	-1.2	20	44	-5	110	0
O=C(N/C(=C/c1cn(-c2ccccc2)nc1-c1ccccc1)C(=O)N1CCOCC1)c1ccc(Cl)cc1Cl	0	-1	94	9.5	-39	-6	-1	97	-1
COc1ccc(CCC(=O)NNC(=O)Nc2ccccc2Cl)cc1	-13	-4	99	-1.7	0	10	2	102	-2
CSc1ccc(/C=C(\NC(=O)c2ccc(C)cc2)C(=O)Nc2cccc(C)c2)cc1	1	-1	101	-1.6	4	2	-9	103	-1
COc1cc(NC(=O)NNC(=O)c2cc3occc3n2C)cc(OC)c1OC	-21	-3	105	0.9	5	-5	7	104	7
Cc1ccc(/C=N/n2c(C)cc(C)c(C#N)c2=O)cc1	0	-4	101	-0.4	0	8	-3	113	3
COc1ncnc2c1sc1nc(-c3ccccc3)c3c(c12)CCCC3	-3	-5	107	6.6	-22	-8	3	146*	0
CC(NC(=O)c1c(F)cccc1Cl)c1ccc(-n2ccnc2)cc1 (centres undefined)	-21	1	104	-0.5	-5	-16	0	97	-2
CCOC(=O)N1CCc2c(sc(NC(=O)C3=COCCO3)c2C(N)=O)C1	-19	-1	105	-2.3	11	11	-1	102	6
COc1cccc(C(c2nnnn2Cc2ccco2)N2CCN(Cc3ccccc3)CC2)c1OC (centres undefined)	5	-5	99	-1.3	-3	10	-7	99	1
O=C(CC1C(=O)NCCN1Cc1c(F)cccc1Cl)NCCCOc1cccnc1 (centres undefined)	-24	1	98	0.7	1	-11	-4	99	-1
O=[N+]([O-])c1ccccc1N/N=C/c1c[nH]c2ccccc12	16	-7	111	-0.2	12	-28	-7	110	4
Cc1cc(C)n(C2CC(=O)N(c3ccccc3)C2=O)n1 (centres undefined)	1	-8	99	1.0	-7	6	-3	96	3
CCOC(=O)c1sc(NC(=O)c2ccc(=O)[nH]c2)nc1C	-9	-9	99	0.9	-16	14	7	99	1

Looked up above.
For MEKK2 WT-MEK5, S=C(NCc1ccco1)Nc1ccc(Br)cn1 is listed with 101
For MEKK3 PB1 HTS, O=C(N/C(=C/c1cn(-c2ccccc2)nc1-c1ccccc1)C(=O)N1CCOCC1)c1ccc(Cl)cc1Cl is listed with 97
For MEKK2 WT-MEK5, CC(C)CC(NC(=O)C(NC(=O)C(Cc1ccc(OCc2ccccc2)cc1)NC(=O)OC(C)(C)C)C(C)C)C(N)=O (centres undefined) is listed with 103
For MEKK2 mut-MEK5, CCOC(=O)N1CCc2c(sc(NC(=O)C3=COCCO3)c2C(N)=O)C1 is listed with 6
For MEKK2 WT-MEK5, CC(NC(=O)c1c(F)cccc1Cl)c1ccc(-n2ccnc2)cc1 (centres undefined) is listed with 104
For MEKK3 PB1 HTS, CCN(CC)S(=O)(=O)c1ccc(C(=O)N(c2ccc(C)cc2)C2C=CS(=O)(=O)C2)cc1 (centres undefined) is listed with 100

A portion of the library. The share of hits here may be higher or lower than overall.
